# Source: PubChem BioAssay (Broad Institute)
# FN deposit inh: inhibitors of fibronectin matrix deposition, primary screen, AH1F cells, Alexa488-fibronectin fluorescence, plate reader | hit rate 0.086% among 350,000 | AID 743247, 2014 | inhibition, % at 12.6 µM | AH1F fibroblasts, overnight;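 active = mean inhibition across replicates of 30% or more, regardless of how many single replicates reach that level; inconclusive = mean under 30% yet at least half of replicates reach 30%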;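 note: positive control wells lacked labelled fibronectin entirely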
#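 Test system: AH1F fibroblast monolayer depositing Alexa488-labelled fibronectin into matrix. Input: 10000 cells per well. Technique: fluorescence, ex 485 nm, em 525 nm. Buffer or medium: DMEM plus 2% serum, read in PBS. Timing: 1 h cell adhesion before compound, then overnight fibronectin incubation. Compound: single dose, pinned. Read-out basis: inhibition from reduced deposited-fibronectin fluorescence.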
# DENV2 CPE: inhibitors of DENV2 cytopathic effect, primary screen, cell-based, plate reader, single concentration; CPE inhibition, % at 9.99 µM; hit rate 1.7% among 350,000; DENV2-infected cells, cytopathic effect rescue; in the data active = CPE inhibition above about 20%, passing the limit was not always enough; inconclusive = no clear call, values can overlap the other calls; tested in BHK-21 cells;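 note: 0% = median of neutral control wells and 100% = median of positive control wells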
# EWS-Fli block: EWS/Fli-driven NR0B1 reporter inhibitors, primary screen, A673 cells, NR0B1 luciferase, luminescence, MLPCN library | viability-normalised | hit rate 0.67% among 350,000 | inhibition, % at 12.6 µM;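 active = mean inhibition of at least 50% after viability correction, with every replicate also passing that limit; inconclusive = mean reaches 50% but only one of two replicates passes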;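 note: firefly luciferase signal divided by Alamar Blue viability fluorescence both relative to DMSO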
# miR-122 sensor: miR-122 Renilla sensor signal increase in Huh7, primary screen, miR-122 inhibitor project, cell-based, single point, plate reader; AID 602342, 2012; hit rate 0.3% among 340,000; activation (reporter increase), % at 12.5 µM; Huh7 miR-122 Renilla luciferase sensor, 48 h; neutral wells = 0, positive control = 100;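 active = mean replicate activation score at least 90 and every replicate individually at or above 90; inconclusive = only one of the two criteria met; inactive = neither criterion met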;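 note: higher luciferase means less miR-122 activity so hits act as miR-122 inhibitors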
# INS-1E GSIS act: GLuc luminescence reporter in INS-1E cells, primary screen for activators of glucose-dependent secretion of insulin; INS-1E GLuc reporter insulin secretion, 2-3 h; activation, % at 16.6 µM; hit rate 0.61% among 370,000; AID 743287, 2014;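 active = lowest replicate activation of at least 40%, so every replicate reaches that level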;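 note: 0% = median of neutral control wells and 100% = median of IBMX positive control wells; some compounds called inactive have numbers as strong as hits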
# PAX8 reporter: inhibitors of PAX8-driven TPO luciferase reporter, primary screen, RMG-I cells, single concentration | inhibition, % at 12.6 µM | AID 652154, 2013 | hit rate 1.2% among 360,000 | SteadyGlo, 24 h;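 active = mean replicate inhibition at least 60% with every replicate also reaching 60%; inconclusive = only one of the two criteria is met; inactive = mean below 60% and not all replicates reaching 60%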;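 note: luciferase light reporting Pax8 driven TPO promoter activity; plate controls were median of neutral control wells for no effect and mitoxantrone controls for full effect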
# CFTR F508del cor: F508del CFTR correction, initial screen, CFBE line, single point | hit rate 0.36% among 350,000 | activity (quench increase), % at 7.58 µM | CFBE cells, YFP halide quenching; stimulated with forskolin plus potentiator P3; % fluorescence drop versus neutral controls;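 active = mean added fluorescence quench of at least 8% versus neutral control, with both replicates also reaching 8%; inconclusive = only one of the mean or replicate conditions met; inactive = mean below 8% and not both replicates reaching 8%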;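 note: cells transiently co-express mutant CFTR-F508del with the halide-sensitive YFP; corrector assay measuring rescue of mutant channel to the surface after 24 h compound exposure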
# * marks the source's active call; other numbers are inactive results; ? = inconclusive; . = no result given; & = joins results of further samples; [ ] = another dose, or the depositor's remark.
smiles,DENV2 CPE,EWS-Fli block,FN deposit inh,PAX8 reporter,miR-122 sensor,CFTR F508del cor,INS-1E GSIS act
CNC[C@@H]1OCCCC[C@@H](C)Oc2ccc(NS(=O)(=O)c3ccccc3)cc2C(=O)N([C@@H](C)CO)C[C@@H]1C,6,-8,.,-5,-4[16.7 µM],-2.5,26
Cc1ccc(OCC(=O)NNC(=O)c2cc3ccccc3o2)cc1C,.,.,5,16,-3,.,.
O=C(Nc1ccccc1F)c1ccccc1-c1ccccc1,-7,1,0,48,.,.,-3
COc1coc(C(O)CN)cc1=O (centres undefined),0,-3,.,-16,.,-2.0,11
Cc1cc(C(=O)CN2C(=O)NC3(CCCCC3C)C2=O)c(C)n1Cc1cccs1 (centres undefined),.,.,-1,-117,3,.,-7
COc1ccccc1C#Cc1ccc([C@@H]2[C@H]3CN(S(C)(=O)=O)CCCCN3[C@H]2CO)cc1,-13,-7,.,-8,-3[16.7 µM],0.7,6
CC(CCl)n1c(=O)c2ccccc2n1S(C)(=O)=O (centres undefined),7,-7,-17,-6,.,3.0,-3
Cc1ccc(C2=C(CC(=O)O)C(=O)CC2)cc1,.,.,5,34,4,.,32
CC(NC(=O)c1ccc(NC2=NC3CS(=O)(=O)CC3S2)cc1)c1ccccc1 (centres undefined),0,-6,3,-18,-3,1.3,8
CCn1ccc(C(=O)N2CCOCC2)n1,4,5,-10,9,.,0.6,-2
Cc1cccc(NC(=O)c2ccc(NC(=O)CC3SC(N4CCCC4)=NC3=O)cc2)n1 (centres undefined),4,-25,1,.,.,1.5,4
COC(=O)N(C)C[C@H]1OCc2cnnn2CCCC(=O)N([C@@H](C)CO)C[C@@H]1C,7&9,-16&2,5&-2,1&-10,0,-1.2&-1.2,-14&6
Cc1c(OCC(=O)N[C@@H](Cc2c[nH]c3ccccc23)C(=O)O)ccc2c1oc(=O)c1ccccc12,-8,5,.,.,-6,2.1,-4
Cc1ccc(S(=O)(=O)N[C@H]2CC[C@H](CCn3cc(-c4cccc(F)c4)nn3)O[C@H]2CO)cc1,10,-3,0,-21,.,0.5,-5
CCc1nnc(NC(=O)CCc2c[nH]c3ccccc23)s1,2,27,3,19,3,-0.8,2
Cc1nc2ccc(NC(=S)NCc3ccccc3)cc2nc1C,0,-64,.,-69,3,0.4,7
C[C@H]1CN([C@@H](C)CO)C(=O)c2cccc(NC(=O)c3ccncc3)c2O[C@H]1CN(C)Cc1ccccc1,-1,27,.,.,49[16.7 µM],-1.0,11
CCOC(=O)c1c(-c2ccc(C)cc2)csc1/N=C/N(C)C,3,-1,-12,1,.,1.5,35
COC(=O)Cc1ccc(NC(=S)N2CCC(Cc3ccccc3)CC2)cc1,-2,-12,2,-1,-2,1.6,-32
CC(Sc1nn(-c2ccccc2)c(=S)s1)C(=O)NCC1CCCO1 (centres undefined),?,4,-2,-9,-3,2.3,15
CCc1cccc(CC)c1NC(=O)COC(=O)Cc1ccsc1,0,8,4,4,.,.,5
NC(=O)c1nsc(C(=O)N(CC(=O)NC2CCCCC2)c2cccc(F)c2)c1N,0,-3,0,-7,-13,-1.0,4
C/C=C/c1ccc([C@@H]2[C@@H](CO)N(C(=O)NC(C)C)[C@H]2CN(C)C(=O)CC)cc1,-11,6,.,-2,50[16.7 µM],2.9,-1
COc1ccc(NC(=O)CSc2nnnn2-c2cccc(OC)c2)cc1,16,9,-5,7,-5,3.4,.
O=C1N/C(=C/c2cccn2-c2ccccc2)C(=O)N1c1cccc(Cl)c1,.,.,-5,-100,3,.,16
COc1ccccc1CN1[C@@H](CO)[C@@H](c2ccccc2)C12CN(C(C)=O)C2,-5,-2,.,9,.,0.5,6
NC(N)=N/N=C/c1cccc(Cl)c1Cl,1,-6,-14,-18,-5,2.7,16
COc1ccc(NC(=O)Nc2ccc3c(c2)CC(=O)N([C@H](C)CO)C[C@H](C)[C@H](CN(C)C(=O)Nc2ccc(C(F)(F)F)cc2)O3)cc1,7,-5,.,12,-6[16.7 µM],0.4,-15
C[C@@H]1CN([C@@H](C)CO)C(=O)Cc2cc(NC(=O)NC3CCCCC3)ccc2O[C@@H]1CN(C)C,-2,-1,-7,4,-3[16.7 µM],2.5,19
O=C(O)c1ccc(-c2nc3scc(-c4ccccc4)c3c(=O)[nH]2)cc1,0,9,-8,4,4,1.6,27
CO[C@H]1CN(C)C(=O)c2cc(NC(=O)NC(C)C)ccc2OC[C@@H](C)N(Cc2ccc(-c3ccccn3)cc2)C[C@H]1C,-3,-1,-1,.,-6[16.7 µM],4.3,12
CCN(CC)S(=O)(=O)c1cc(NC(=O)COC(=O)CCC(=O)c2ccc(F)cc2)ccc1C,.,.,0,-2,-3,.,-36
O=C(Cc1ccccc1)Nc1c(Cl)ccc2nsnc12,2,5,-3,22,-1,.,2
COc1ccc(S(=O)(=O)N(C)C[C@@H]2OCc3cn(nn3)CCCC(=O)N([C@H](C)CO)C[C@H]2C)cc1,?,4&-3&6,0&-1,-7&-3,1[16.7 µM],-6.0&-2.8&-0.1,18&31
N#C/C(=C\c1cn(Cc2ccccc2)c2ccccc12)C(=O)NCc1ccco1,.,2,20,-12,.,.,0
C[C@H]1CN([C@@H](C)CO)C(=O)Cc2cc(NC(=O)Nc3ccccc3)ccc2O[C@H]1CN(C)S(=O)(=O)c1cn(C)cn1,?,-7,.,5,-6[16.7 µM],-1.9,14
CN(CC(=O)NCCC1=CCCCC1)S(=O)(=O)c1ccc2c(c1)c(=O)n(C)c(=O)n2C,3,12,5,10,-3,1.0,.
Cc1ccc(-c2ccc([C@@H]3[C@@H](CO)N4CCCCN(S(=O)(=O)c5ccccc5C)C[C@H]34)cc2)cc1,-30,14,.,5,4[16.7 µM],0.7,-9
Cc1noc(C)c1S(=O)(=O)Nc1ccc2c(c1)C(=O)N([C@H](C)CO)C[C@H](C)[C@H](CN(C)Cc1ccccc1)OCCCC[C@H](C)O2,0,2,9,21,-5[16.7 µM],0.5,-11
O=C1NC(=O)/C(=C\c2ccc(Oc3cnccn3)cc2)S1,.,.,-5,-46,.,.,-28
COc1ccc(-c2onc(C)c2-c2cscn2)c(O)c1,9,3,.,-13,.,-0.9,9
CN(CC(=O)Nc1ccc(Cl)c(C(F)(F)F)c1)S(=O)(=O)c1cnc[nH]1,15,9,-4,5,-5,-0.5,-20
Cc1ccc(NC2=C/C(=N/S(=O)(=O)c3cccs3)c3ccccc3C2=O)cc1C,0,-1,-8,10,2,.,10
O=C(O)CCC(=O)Nc1ccc(Br)cc1C(=O)c1ccc(Cl)cc1,0,-7,-8,-16,-5,-1.9,.
C/C=C/c1cnc2c(c1)C(=O)N([C@H](C)CO)C[C@@H](C)[C@H](CN(C)C(=O)C1CC1)O2,.,-7,.,.,-4[16.7 µM],2.1,25
CC(=O)NC(Cc1ccccc1F)C(=O)NC1CCN(c2ncccc2[N+](=O)[O-])CC1 (centres undefined),0,3,-2,28,.,-2.6,-9
C=CCNC(=S)NNc1nc2c(c(=O)[nH]1)C1(CCCC1)Cc1ccccc1-2,5,7,-2,-6,.,2.8,-10
Cc1cc2c3c(c1)C(C)CC(C)(C)N3C(=O)C2=C(C#N)C#N (centres undefined),-2,21,-4,7,6,0.1,5
CC(C)NC(=O)Nc1ccc2c(c1)C(=O)N(C)[C@@H]1CC[C@@H](CC(=O)NC3CCCCC3)O[C@H]1CO2,0,7,-3,-2,-4[16.7 µM],-1.8,-4
Cc1noc(C)c1C(=O)NC(Cc1c[nH]c2ccccc12)C(=O)O (centres undefined),5,7,1,12,0,3.1,13

# Next results
smiles,DENV2 CPE,EWS-Fli block,FN deposit inh,PAX8 reporter,miR-122 sensor,CFTR F508del cor,INS-1E GSIS act
CCCC(=O)Nc1ccc2c(c1)OC[C@@H](C)N(Cc1nccs1)C[C@@H](C)[C@@H](OC)CN(C)C2=O,14,2,-14,19,.,-1.4,-11
C=CCn1c(SCc2ccc(F)cc2)nc2c1c(=O)[nH]c(=O)n2C,-7,1,-5,5,-5,-2.1,30
COc1ccc(NC(=O)N(C)C[C@@H]2OCc3cnnn3CCCC(=O)N([C@@H](C)CO)C[C@H]2C)c(OC)c1,-6&3,-6&3,-2&6,-12&-12,-2,-0.8&-4.8,-1&12
CCC(C)NC(=O)c1ccc(CSCc2cccc(F)c2)o1 (centres undefined),.,-12,.,.,-3,-2.4,-48
COc1ccc(CN(C)C(=O)c2cc(S(=O)(=O)Nc3ccccc3F)ccc2C)c(OC)c1,2,0,6,6,.,-1.5,-10
CCc1noc(C)c1C(=O)NCCc1ccc(S(N)(=O)=O)cc1,-6,-3,-4,.,-6,1.8,6
CNC(=O)c1cc(S(=O)(=O)NC2CCCCCC2)ccc1C,5,.,1,28,67,-0.7,-12
O=C(Cn1ncc2c3ccccc3n(Cc3ccccc3F)c2c1=O)N1CCN(c2ccccn2)CC1,2,-2,-9,18,-4,-4.0,-40
COc1ncnc(OC)c1S(=O)(=O)NCc1ccccc1,3,1,2,-14,22,.,5
Cc1ccc(C)c(CNc2ccc(S(=O)(=O)N3CCCCC3)cc2)c1,0,18,-12,33,.,4.9,-10
COc1ccc2[nH]cc(CCn3ccc(=O)c(C)c3C)c2c1,-4,4,3,17,-1,0.4,-6
CO[C@@H]1CN(C)C(=O)c2ccc(NC(C)=O)cc2OC[C@H](C)N(C(=O)c2cnccn2)C[C@H]1C,.,2,-11,.,22[16.7 µM],1.1,-2
O=C1c2cc(O)cc(O)c2C(=O)c2c1cc(O)c([C@@H](CO)CCO)c2O,-15,-14,.,.,4,-5.3,.
COc1cc(C=O)ccc1OCC(=O)Nc1cccc(S(=O)(=O)N(C)c2ccccc2)c1,10,-5,.,11,-2,-2.1,-43
CC1c2cc3c(cc2CCN1S(=O)(=O)c1ccccc1)OCCCO3 (centres undefined),-1,-10,-11,-11,-3,-3.0,1
CC(=O)c1cccc(N=C2C(=O)Nc3ccccc32)c1,.,.,0,21,12,.,.
CCOC(=O)CN1C(=O)C(C)(C)Oc2ccc(C(=O)Nc3ccccc3OC)cc21,.,.,3,-20,1,.,.
COc1ccc(CSCCc2n[nH]c(=S)n2-c2ccccc2)cc1C,5,10,-12,-4,25,-1.7,-12
CCS(=O)(=O)Nc1ccc2c(c1)C(=O)N(C)C[C@H](OC)[C@@H](C)CN(C(=O)C1CC1)[C@@H](C)CO2,-1,-6,5,-1,.,0.2,8
COc1ccc(C(=O)C2CCN(C(=S)NCCc3ccc(OC)c(OC)c3)CC2)cc1,-6,13,5,-12,.,0.9,-27
COc1ccc2c3c(n(C)c2c1)[C@H](CO)N(Cc1ccccc1F)CC31CN(C(=O)C2CCOCC2)C1,-9,3,.,.,.,-2.0,-10
Cc1cccc(C)c1-n1c(C)cc(/C=N/NC(=O)CSc2ncccn2)c1C,4,1,1,5,.,1.8,-11
CC(=O)SC1CC2=CC(=O)CCC2(C)C2CCC3(C)C(CCC34CCC(=O)O4)C12 (centres undefined),-4,11,2,27,-6,1.6,-23
